Tb hexokinase: T. brucei hexokinase 1 inhibition; actives 0.11% (n = 220,000); inhibition, % at 10 µM; recombinant TbHK1, G6PDH-coupled NADH A340;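 active means inhibition of 50% or more in the single-dose primary screen; inactive means inhibition below 50%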
Cl transport mod: KCC2 (human) Cl- transport modulation; KCC2 cells, thallium flux FluoZin-2 fluorescence; B-score of Tl+ flux slope (higher = more flux/activation; lower = inhibition) at 10 µM; actives 2.2% (n = 190,000);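 active means thallium flux slope and its plate-corrected score both differing from the plate sample mean at a set confidence after two filtering rounds, in either direction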;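 further: slope of fluorescence scaled to starting intensity during 10 to 20 s after thallium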
thrombin 1536: thrombin (human) inhibition. actives 0.26% (n = 220,000). alpha-thrombin, Boc-VPR-AMC fluorogenic substrate cleavage. P00734. inhibition, % at 5 µM;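 active means inhibition at or above 40%; inactive means inhibition below 40%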;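 further: 0% = enzyme with no compound and 100% = wells without enzyme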
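Test system: human alpha-thrombin; medium: pH 7.5 Tris-saline with Tween 20; times: reaction at room temperature; signal: AMC fluorescence at 355 nm excitation and 460 nm emission; also added: Boc-VPR-AMC substrate, 15 µM final; dosing: one concentration per compound, 5 µM, with 0.2% DMSO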
zfTRPN1 agonist: activates the zebrafish TRPN1 channel; HEK293 zebrafish TRPN1-YFP, Fluo-8 calcium fluorescence; 100% = response to 87 µM carbachol; activation, % at 3 µM; actives 0.18% (n = 220,000);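 active means activation above its plate's cutoff, the mean activation of test wells on that plate plus 3 SD, cut at about 19% in these data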;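 further: 0% = DMSO alone and 100% = 87 µM carbachol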
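Material – zebrafish TRPN1-YFP in HEK293 cells · Doses – 3 µM single point · Schedule – dye 1 h 37 °C plus 30 min RT · Signal – Fluo-8 calcium fluorescence, excitation 470-495 nm, emission 515-575 nm · Read-out – % activation versus carbachol response · Control set – carbachol high, DMSO low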
EBV gp42 inh: blocks Epstein-Barr virus glycoprotein 42 binding; Q1HVG2; Fluorescence polarization binding assay, mP read-out; inhibition, % (tested at 21.74 µM); actives 0.42% (n = 220,000); AID 1085; in the data active means inhibition above about 50%
Target sequence (Q1HVG2 whole entry, looked up): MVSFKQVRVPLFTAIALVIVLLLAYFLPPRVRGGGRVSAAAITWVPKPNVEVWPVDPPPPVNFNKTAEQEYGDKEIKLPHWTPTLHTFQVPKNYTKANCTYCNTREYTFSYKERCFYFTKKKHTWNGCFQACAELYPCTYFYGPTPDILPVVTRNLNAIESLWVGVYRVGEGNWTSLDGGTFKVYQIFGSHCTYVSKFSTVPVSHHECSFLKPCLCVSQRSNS
TRPML3 agonist: agonists of human TRPML3 channel; activation, % at 3 µM; actives 0.29% (n = 220,000); HEK293 TRPML3-YFP, Fluo-8 calcium fluorescence; 100% = the carbachol control signal;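 active means activation above its plate's cutoff, the mean activation of the plate's test wells plus 3 SD, cut at about 12% in these data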;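 further: 0% = DMSO only wells and 100% = carbachol wells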
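Material: TRPML3-YFP stable HEK293 cells | Dosing: One concentration, 3 µM nominal, 0.3% DMSO | Timing: 125 s total fluorescence read per well | Technique: Fluo-8 calcium dye fluorescence, ex 470-495, em 515-575 nm | Measure: Percent activation from peak-to-basal fluorescence ratio, scaled between DMSO and carbachol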
m-calpain inh: calpain II (pig) inhibition. actives 0.37% (n = 220,000). inhibition, % at 16 µM. purified calpain II, fluorogenic peptide substrate, 30 min. AID 1236;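 active means inhibition above about 50%, limit read from the data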
Furin inhibitor: inhibitors of human furin. purified furin, fluorogenic substrate cleavage. inhibition, % at 30 µM. actives 0.061% (n = 220,000); in the data active means inhibition above about 25%; further: inactives centre near -15
Target sequence (P09958 108-714 limits assumed): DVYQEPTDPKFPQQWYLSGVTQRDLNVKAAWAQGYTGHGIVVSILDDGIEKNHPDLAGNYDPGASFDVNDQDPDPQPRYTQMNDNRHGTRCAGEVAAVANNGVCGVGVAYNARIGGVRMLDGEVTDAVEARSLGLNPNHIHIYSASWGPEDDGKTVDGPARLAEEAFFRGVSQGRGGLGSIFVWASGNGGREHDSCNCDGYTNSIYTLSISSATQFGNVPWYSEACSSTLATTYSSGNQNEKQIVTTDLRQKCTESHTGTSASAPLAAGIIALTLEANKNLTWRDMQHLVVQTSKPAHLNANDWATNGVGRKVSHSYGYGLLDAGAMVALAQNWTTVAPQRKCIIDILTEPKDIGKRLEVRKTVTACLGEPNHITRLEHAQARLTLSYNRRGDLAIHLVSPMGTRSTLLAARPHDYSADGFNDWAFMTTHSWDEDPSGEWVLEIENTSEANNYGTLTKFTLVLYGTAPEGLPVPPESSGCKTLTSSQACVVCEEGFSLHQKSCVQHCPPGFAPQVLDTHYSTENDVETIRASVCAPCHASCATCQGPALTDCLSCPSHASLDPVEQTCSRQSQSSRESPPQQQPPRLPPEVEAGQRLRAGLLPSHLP
PPC-1+TRAIL kill: kills PPC-1 cancer cells in the presence of TRAIL. PPC-1 cells + TRAIL, ATPLite viability luminescence. cell killing (% activity), % at 4 µM. actives 0.41% (n = 220,000). AID 1443;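 active means cell killing above 50% in the first pass at 4 µM, then a duplicate retest at 5 µM averaging 50% or more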;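 further: plate controls were cells with TRAIL plus DMSO for no effect and medium-only wells lacking cells for full effect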
* marks the source's active call; other numbers are inactive results; i = inactive; nt = not tested or not shown; [ ] = dose if it differs, or a comment.

SMILES	Tb hexokinase	Cl transport mod	thrombin 1536	zfTRPN1 agonist	EBV gp42 inh	TRPML3 agonist	m-calpain inh	Furin inhibitor	PPC-1+TRAIL kill
CCS(=O)(=O)N1Cc2ccccc2CC1C(=O)Nc1nnc(SCc2c(Cl)cccc2Cl)s1 (stereo not drawn)	33	0.54	3	-0.9	-38	0.5	-89	0	5
CC(=O)c1cccc(NC(=O)COC(=O)CCc2ccc(S(=O)(=O)N3CCOCC3)cc2)c1	0	1.1	-4	5.5	-9	2.2	-2	-16	2
CCN1CCN(C(c2ccccc2)c2nnnn2Cc2ccccc2)CC1 (stereo not drawn)	7	-4.9*	-5	0.1	-1	0.1	-9	-6[20 µM]	32
COc1ccc(CCNC(=O)C2CC(c3cccc([N+](=O)[O-])c3)=NO2)cc1 (stereo not drawn)	0	-0.52	5	-0.5	-9	-0.1	-7	0[20 µM]	2
COc1ccc(-n2c(C)nc3cc(C(=O)O)ccc32)cc1	-12	0.0025	-15	-0.5	-16	1.1	-6	-15[20 µM]	-12
CN(C)c1cc[n+](CC(=O)N2c3ccccc3Sc3ccccc32)cc1	1	nt	10	0.4	5	0.7	-5	-8	24
C#CCNC(=O)C1=C[C@H](c2csc3ccccc23)C[C@H](OCc2ccc(CO)cc2)O1	-4	-1.7	0	-0.6	-3	-0.4	-22	-31	-2
O=C(c1ccc(S(=O)(=O)N2CCOCC2)cc1)N1CCN(c2cccc(Cl)c2)CC1	-6	-0.94	0	0.2	7	0.3	18	-23[20 µM]	26
CCN(CC)S(=O)(=O)c1cccc(C(=O)Nc2nnc(C)s2)c1	1	0.6	-5	0.8	-15	-0.1	16	-6	18
O=C(COc1ccc(Cl)cc1)NCCN1CCCCC1	-3	-0.3	-1	0.1	6	-0.4	-27	-5	-4
CC(C)(CO)NC12CC3CC(CC(C3)C1)C2	-2	0.45	-8	-0.3	-15	0.2	29	-18	-2
CSCC[C@H](NC(=O)OC(C)(C)C)c1nnc(SCc2ccccc2)o1	0	-1.6	1	0.3	-16	-1.2	14	-9	10

The last 5 records of the section before lead into the next.
SMILES	Tb hexokinase	Cl transport mod	thrombin 1536	zfTRPN1 agonist	EBV gp42 inh	TRPML3 agonist	m-calpain inh	Furin inhibitor	PPC-1+TRAIL kill
O=C(c1ccc(S(=O)(=O)N2CCOCC2)cc1)N1CCN(c2cccc(Cl)c2)CC1	-6	-0.94	0	0.2	7	0.3	18	-23[20 µM]	26
CCN(CC)S(=O)(=O)c1cccc(C(=O)Nc2nnc(C)s2)c1	1	0.6	-5	0.8	-15	-0.1	16	-6	18
O=C(COc1ccc(Cl)cc1)NCCN1CCCCC1	-3	-0.3	-1	0.1	6	-0.4	-27	-5	-4
CC(C)(CO)NC12CC3CC(CC(C3)C1)C2	-2	0.45	-8	-0.3	-15	0.2	29	-18	-2
CSCC[C@H](NC(=O)OC(C)(C)C)c1nnc(SCc2ccccc2)o1	0	-1.6	1	0.3	-16	-1.2	14	-9	10
COc1ccc(N2C(=O)CC(NNC(=O)c3ccc(Br)s3)C2=O)cc1 (stereo not drawn)	1	nt	3	1.9	-10	0.5	-6	7	4
COc1ccc2c(c1)nc(SCC(C)O)n2C (stereo not drawn)	-8	-0.53	-12	0.6	9	1.2	31	-23	2
COc1ccc(C(=O)NC(C)c2nnc(SCC(=O)Nc3nc(C)cs3)n2C)cc1 (stereo not drawn)	-8	0.94	-7	-0.2	3	0.0	28	-10[20 µM]	13
CCN1CCN(CCNC(=O)C2CCCN(Cc3nc(-c4cccc(Cl)c4)oc3C)C2)CC1 (stereo not drawn)	10	nt	-7	-0.4	-24	-0.7	-15	-8	3
C#CCN(CC=C)C(=O)CCc1nnc(COc2ccccc2)o1	3	0.14	-6	0.7	-2	0.4	-2	-26	nt
O=Cc1ccc(N2CCCC2)o1	-12	0.84	4	2.3	11	0.8	-20	-18	-21
COc1ccc(OC)c(NC(=S)N2CCN(Cc3ccccc3)CC2)c1	4	-1.1	-3	-0.5	7	0.2	-20	-15	5
O=C(Nc1nc(-c2ccc(F)c(F)c2)cs1)c1ccc(OCC2CCCO2)cc1 (stereo not drawn)	-17	0.54	-5	4.9	-18	1.9	-11	-24	20
CC(=Nc1ccccc1O)c1sc2ccccc2c1O	-8	1.2	-1	16	-32	12*	-2	-10	-3
N/N=C/C(=N\Nc1ccc(Cl)cc1)C(=O)c1ccncc1	-16	nt	0	-0.5	-14	-0.1	-20	-30	18
CSc1nnc(-c2ccccc2)o1	55*	1.2	2	1.0	-6	0.4	-15	-7	-5
Cc1cccc(C)c1NC(=O)C1=C(O)c2ccccc2N(C)S1(=O)=O	-5	-1.1	-1	-0.2	-14	1.0	5	-17[20 µM]	10
COc1ccc(Oc2cc(C)c3ccccc3n2)cc1	3	-0.44	-18	-2.4	-12	-1.1	21	-3[20 µM]	-14
Cc1ccnc(N2C(=O)c3ccccc3C2Nc2ccc3c(c2)OCCO3)c1 (stereo not drawn)	0	nt	5	-1.3	-6	-0.8	17	-4	6
COc1cc2nc(/C=C/c3ccc(N(C)C)cc3)sc2cc1SC	-18	i	-10	8.0	25	7.1	1	-7	0
CCC(C)NS(=O)(=O)c1ccc(NC(=O)C2CCCO2)cc1 (stereo not drawn)	-4	0.11	-6	1.9	-8	1.5	-63	-29	5
COc1ccc(OC)c(NC(=O)COC(=O)CCCN2C(=O)c3ccccc3C2=O)c1	-4	-0.53	-7	0.1	3	0.5	24	-17	7
CC(C)C(NC(=O)c1cccnc1)C(=O)O (stereo not drawn)	4	-0.7	-21	2.6	2	0.2	-4	-20	-4
O=C(CS(=O)(=O)c1ccc2ccccc2c1)N1CCCCCC1	-6	-0.054	-3	-0.8	-15	-0.3	-17	-20	5
O=C(COC(=O)c1cccc2ccccc12)Nc1cccnc1Cl	1	-0.72	-11	-1.8	-9	-0.5	-5	-13	5
O=C(NCc1ccc2c(c1)OCO2)c1cc(-n2cnnc2)ccc1Cl	7	nt	-12	1.1	-14	-0.2	3	-9[20 µM]	22
OC(CNc1nc2ccccc2s1)c1ccccc1 (stereo not drawn)	0	-0.33	0	-0.2	1	0.4	13	-18	10
Cc1nc2ccc3nc(NC(=O)c4ccco4)sc3c2s1	-26	0.21	nt	-0.1	nt	0.7	nt	-12[20 µM]	nt
CCN(CC)N=Nc1ccc(S(N)(=O)=O)cc1	-21	1.2	-7	-0.5	-8	0.5	-20	-22	9

Sorted by length of the SMILES (lowest first): some entries from above
SMILES	Tb hexokinase	Cl transport mod	thrombin 1536	zfTRPN1 agonist	EBV gp42 inh	TRPML3 agonist	m-calpain inh	Furin inhibitor	PPC-1+TRAIL kill
COc1ccc(Oc2cc(C)c3ccccc3n2)cc1	3	-0.44	-18	-2.4	-12	-1.1	21	-3[20 µM]	-14
O=C(CS(=O)(=O)c1ccc2ccccc2c1)N1CCCCCC1	-6	-0.054	-3	-0.8	-15	-0.3	-17	-20	5
COc1ccc(N2C(=O)CC(NNC(=O)c3ccc(Br)s3)C2=O)cc1 (stereo not drawn)	1	nt	3	1.9	-10	0.5	-6	7	4

Carrying on:
SMILES	Tb hexokinase	Cl transport mod	thrombin 1536	zfTRPN1 agonist	EBV gp42 inh	TRPML3 agonist	m-calpain inh	Furin inhibitor	PPC-1+TRAIL kill
Cc1cc(C)c2sc(C)[n+](CCCS(=O)(=O)[O-])c2c1	1	0.96	-9	2.2	-8	1.5	9	-12	nt
CCc1n[nH]c(=S)n1/N=C/c1ccc(NC(C)=O)cc1	-10	-1.1	-2	0.3	1	1.3	-11	-28	0
C#Cc1ccc([C@@H]2C=C(C(=O)NCc3ccccc3)O[C@H](OCc3ccc(CO)cc3)C2)cc1	-4	-0.78	-1	0.3	-10	-0.5	-22	-24	-7
O=c1c2ccccc2nnn1CSc1ccccc1F	3	-0.82	-8	-0.6	-11	0.1	0	-20	4
CC1=CSC2=NS(=O)(=O)CCN12	-10	0.49	-16	0.2	5	-0.1	-18	-12	9
COc1ccc(C(=O)CSC#N)cc1OC	-3	-0.58	-3	-1.8	-6	0.7	3	-17	-1
CCOC(=O)c1c(C)[nH]c(C(=O)COC(=O)CSC)c1C	2	0.72	-5	-0.2	7	0.6	4	-19[20 µM]	11
Cc1ccc(NC(=O)c2cc3c(s2)CCCC3)cc1S(=O)(=O)Nc1ccccc1Cl	1	-0.061	-4	0.3	-4	0.8	-38	-29	42
NS(=O)(=O)c1ccc(NNC(=O)c2cccs2)cc1	7	0.24	2	0.0	-9	0.6	17	-3	-17
CC(=O)Nc1ccc(N2C(=O)CC(N3CCSCC3)C2=O)cc1 (stereo not drawn)	0	0.56	-7	0.3	9	1.1	13	-19	7
CCC(=O)N1CCc2cc(S(=O)(=O)CCC(=O)NCc3ccco3)ccc21	-3	0.23	0	0.1	-21	-0.1	-33	-24	36
COc1ccc(NC(=O)CCC(=O)N(Cc2ccc(OC)c(OC)c2)c2nccs2)c(OC)c1	-4	nt	0	0.7	-4	-0.3	-6	-13	nt

Reprinted at random: three compounds from above.
SMILES	Tb hexokinase	Cl transport mod	thrombin 1536	zfTRPN1 agonist	EBV gp42 inh	TRPML3 agonist	m-calpain inh	Furin inhibitor	PPC-1+TRAIL kill
COc1ccc(C(=O)CSC#N)cc1OC	-3	-0.58	-3	-1.8	-6	0.7	3	-17	-1
C#Cc1ccc([C@@H]2C=C(C(=O)NCc3ccccc3)O[C@H](OCc3ccc(CO)cc3)C2)cc1	-4	-0.78	-1	0.3	-10	-0.5	-22	-24	-7
CC1=CSC2=NS(=O)(=O)CCN12	-10	0.49	-16	0.2	5	-0.1	-18	-12	9

More structures:
SMILES	Tb hexokinase	Cl transport mod	thrombin 1536	zfTRPN1 agonist	EBV gp42 inh	TRPML3 agonist	m-calpain inh	Furin inhibitor	PPC-1+TRAIL kill
CCOC(=O)C1CCN(C(=O)c2c(C)oc3c2C(=O)c2ccccc2C3=O)CC1	-6	0.039	4	-1.1	-10	-0.3	-4	-8	28
Cn1c(=O)c2ncn(CC(=O)NCCOCc3ccccc3Cl)c2n(C)c1=O	-3	0.87	-4	-0.8	2	0.7	13	-17	16
CCOC(=O)c1cnc2c(C#N)cnn2c1N	-10	nt	-18	-0.2	-10	0.8	-108	-18	21
CC(C)c1ccc(N2CCN(C(=O)c3ccccc3NC(=O)/C=C\C(=O)O)CC2)cc1	-1	-0.059	10	2.5	-16	1.5	-27	21[20 µM]	31
COC(=O)[C@@]1(Cc2ccc(OC)cc2)[C@H]2c3cc(C(=O)N4CCCC4)n(Cc4ccc(OC)c(OC)c4)c3C[C@H]2CN1C(=O)c1ccccc1	-4	-0.33	-1	8.4	7	3.4	-94	-10	18
O=P(Cc1ccncc1)(c1ccccc1)c1ccccc1	1	-0.44	3	-0.9	-5	1.3	-40	-25[20 µM]	27
COc1cccc(-c2nnc(NC(=O)c3cccs3)s2)c1	-23	0.44	-5	0.5	4	0.8	-6	-19	40
O=C(CSc1nnc(-c2ccncc2)n1-c1ccc(F)cc1)NNC(=O)c1cccc(O)c1	-6	0.21	3	1.6	-13	0.9	-4	-16	8
CCOC(=O)c1sc2nc(C)nc(SCC(=O)NC3CCS(=O)(=O)C3)c2c1C (stereo not drawn)	-10	0.35	3	-1.4	-34	0.1	-45	-17	4
COc1ccc(C2Nc3ccccc3C(=O)N2c2ccc(F)cc2)cc1Cn1nnc2ccccc21 (stereo not drawn)	-3	0.27	-8	-1.8	-7	0.3	-295	-11	8

Screening data deposited in PubChem by several laboratories.
